# Screening results as filed in PubChem BioAssay.
# Bcl-B TR3 displacers: displacers of TR3 peptide from Bcl-B, primary screen, selectivity assay for Bfl-1 inhibitor project, biochemical, fluorescence polarization; FP displacement of FITC-TR3 peptide from Bcl-B; higher % means a stronger effect; displacement, % at 20 µM; hits with a dose series show IC50 in µM; actives 0.11% (n = 96,000); AID 748;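 active means displacement above 50% at 20 µM plus a fluorescence interference ratio under 1.5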;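 further: plate controls were wells without compound for no effect and wells lacking Bcl-B protein for full effect; a part of the inactive calls stands beside numbers as strong as those of hits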
# IL1B NFkB inh: blocks IL-1B driven NFkB nuclear translocation in HUVEC cells; AID 796; HUVEC IL-1B NFkB p65 nuclear translocation imaging; actives 0.43% (n = 94,000); inhibition, % at 2 µM;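 active means inhibition above about 30% together with a positive call from visual inspection of the well image, limit read from the data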;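 further: nuclear over cytoplasmic p65 intensity ratio measured by imaging; 0% = IL-1B stimulated DMSO wells and 100% = unstimulated DMSO wells; values of inactives mirror those of a sister screen read the other way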
# NFkB transloc pot: enhances IL-1B driven NFkB nuclear translocation; HUVEC IL-1B NFkB p65 nuclear translocation imaging; activation, % at 2 µM; actives 0.3% (n = 94,000);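 active means activation above 40%, about the mean plus 3 SD, also judged a hit on visual image review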;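 further: percent activation is computed from the nuclear over cytoplasmic p65 intensity ratio; values of inactives mirror those of a sister screen read the other way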
# MRP reversal: reverses drug resistance mediated by MRP | H69AR cells + 2 uM doxorubicin, CellTiter-Glo, 72 h | actives 0.04% (n = 85,000) | differential viability (reversal), % at 10 µM;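 active means viability drop by adding the cancer drug above about 55%, with treated viability meeting a 40% cutoff, limit read from the data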;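 further: viability without doxorubicin minus viability with 2 µM doxorubicin for each compound; larger differential means the compound sensitizes cells more to doxorubicin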
# PLAP inhibitors HTS: PLAP enzyme inhibitors, biochemical, luminescence, HTS (AID 690) | purified PLAP, luminescent substrate; higher % means a stronger effect | one-dose inhibition, % at 20 µM; IC50 in µM for titrated hits | actives 0.08% (n = 96,000); in the data active means a potency from the dose series; inactive means the rest, 99 in 100 with inhibition below about 30%; further: strong numbers were not always called active
# MRP reversal cytotoxicity: second read-out of MRP reversal, no call of its own (marks repeat the call); viability, %; H69AR cells, CellTiter-Glo, 72 h; measured here: cytotoxicity without doxorubicin
# MRP reversal with doxorubicin: also measured in MRP reversal; calls as there; viability, %; measured here: viability with 2 uM doxorubicin; active compounds read low
# IL1B NFkB inh cell count 2 µM: recorded beside IL1B NFkB inh, whose call it bears; cell count; measured here: cells passing quality filter;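 raw number of nuclei counted in each imaged well without normalization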
# NFkB transloc pot cell count 2 µM: second read-out of NFkB transloc pot, no call of its own (marks repeat the call); cell count; measured here: cells passing quality filter
# Active calls of the source: *; · = no result given. The list is partial, so the mix of outcomes need not match the whole.
smiles,Bcl-B TR3 displacers,IL1B NFkB inh,IL1B NFkB inh cell count 2 µM,NFkB transloc pot,NFkB transloc pot cell count 2 µM,MRP reversal,MRP reversal cytotoxicity,MRP reversal with doxorubicin,PLAP inhibitors HTS
CCOC(=O)c1c(C)[nH]c(O)c1C=Nc1ccc(C(F)(F)F)cc1,3%,0,130,0,130,·,·,·,-7%
CCOC(=O)C1=C(C)NC(=O)NC1c1cc2c(cc1Br)OCO2 (configuration not stated),·,-11,153,11,153,-5,86,91,·
CC1CCN(S(=O)(=O)c2ccc(S(=O)(=O)N3CCN4CCCC4C3)cc2)CC1 (configuration not stated),4%,·,·,·,·,7,100,93,-13%
CC1(C)Cc2cccc(OCC(=O)Nc3cc(C(F)(F)F)ccc3N3CCOCC3)c2O1,-6%,20,83,-20,83,15,88,73,-59%
NC(=O)c1c(C(F)(F)F)cc(-c2ccccc2)nc1NCCO,-3%,-7,137,7,137,0,95,95,9%
COCCN1Cc2cccc(C(=O)NCc3cccnc3)c2C1=O,-5%,6,164,-5,164,5,98,93,15%
Cc1ccc(S(=O)(=O)CCSc2nc(C)cc(C(F)(F)F)c2C#N)cc1,·,-21,121,21,121,-1,2,3,·
CCc1cccc(NC(=O)C2CCCN(S(=O)(=O)c3c(C)[nH]c(=O)[nH]c3=O)C2)c1 (configuration not stated),5%,-10,87,10,87,6,100,94,-23%
CCN1CCN(C(CNS(=O)(=O)c2ccc(OC)cc2)c2cccnc2)CC1 (configuration not stated),-5%,·,·,·,·,13,100,87,-13%
COc1ccc(-n2nnc3c(=O)n(Cc4ccccc4C)cnc32)cc1,-7%,-38,116,38,116,30,87,57,8%
COc1ccccc1N1CCN(S(=O)(=O)c2ccc3c4c(cccc24)C(=O)N3C)CC1,-5%,0,156,0,156,14,89,75,-21%
C=CCOc1c(CNn2nnnc2N)cccc1OC,·,-7,107,7,107,18,96,77,·

# Next section
smiles,Bcl-B TR3 displacers,IL1B NFkB inh,IL1B NFkB inh cell count 2 µM,NFkB transloc pot,NFkB transloc pot cell count 2 µM,MRP reversal,MRP reversal cytotoxicity,MRP reversal with doxorubicin,PLAP inhibitors HTS
COc1cc2c(cc1OC)C(C(=O)N1CCCC1)C(c1ccccc1F)N(C)C2=O (configuration not stated),0%,·,·,·,·,10,103,93,-54%
COC(=O)c1ccc(=O)n(-c2ccc(OC)cc2)c1,-3%,-6,207,6,207,14,101,87,6%
CCOc1ccc(C(=O)Nc2cc(=O)n(C)c(=O)n2C)cc1,·,-21,207,21,207,16,101,85,·
Nn1c(SCC(=O)NCCC2=CCCCC2)nnc1C1CCCCC1,-10%,4,124,-4,124,10,99,89,17%
Cc1sc2nc(SCC(=O)N3CCCCC3)[nH]c(=O)c2c1C,·,17,63,-17,63,3,77,74,·
CC(C)C(=O)N1CCN(c2ccc(NC(=O)c3cccs3)cc2)CC1,·,10,127,-10,127,14,91,77,·
Cc1cccc(-n2ncc3c(N4CCCC4)ncnc32)c1,·,-7,150,7,150,-15,76,91,·
Cc1ccc(N=Cc2nc(/C=C/c3cccc([N+](=O)[O-])c3)oc2O)cc1,15%,16,168,-16,168,·,·,·,4%
COc1ccc(-c2cc(C(F)(F)F)n3nc(C(=O)N4CCCC4)cc3n2)cc1,-6%,·,·,·,·,-38,58,96,11%
Cc1csc(NC(=O)C2CCN(S(=O)(=O)c3ccc4c(c3)oc(=O)n4C)CC2)n1,7%,7,166,-7,166,3,83,81,-8%
O=C(NC12CC3CC(CC(C3)C1)C2)c1cc2nc(-c3ccco3)cc(C(F)(F)F)n2n1,-36%,1,164,-1,164,-7,62,70,-52%
CCC1CCCCN1C(=O)c1nn2cccnc2c1Cl (configuration not stated),-3%,-14,113,14,113,-25,75,100,-5%

# Structures shown so far with a thiophene ring, fused or not, in the order listed:
smiles,Bcl-B TR3 displacers,IL1B NFkB inh,IL1B NFkB inh cell count 2 µM,NFkB transloc pot,NFkB transloc pot cell count 2 µM,MRP reversal,MRP reversal cytotoxicity,MRP reversal with doxorubicin,PLAP inhibitors HTS
Cc1sc2nc(SCC(=O)N3CCCCC3)[nH]c(=O)c2c1C,·,17,63,-17,63,3,77,74,·
CC(C)C(=O)N1CCN(c2ccc(NC(=O)c3cccs3)cc2)CC1,·,10,127,-10,127,14,91,77,·

# 6 structures out of the list, arranged by molar mass, descending:
smiles,Bcl-B TR3 displacers,IL1B NFkB inh,IL1B NFkB inh cell count 2 µM,NFkB transloc pot,NFkB transloc pot cell count 2 µM,MRP reversal,MRP reversal cytotoxicity,MRP reversal with doxorubicin,PLAP inhibitors HTS
Cc1csc(NC(=O)C2CCN(S(=O)(=O)c3ccc4c(c3)oc(=O)n4C)CC2)n1,7%,7,166,-7,166,3,83,81,-8%
COc1ccc(-c2cc(C(F)(F)F)n3nc(C(=O)N4CCCC4)cc3n2)cc1,-6%,·,·,·,·,-38,58,96,11%
CC(C)C(=O)N1CCN(c2ccc(NC(=O)c3cccs3)cc2)CC1,·,10,127,-10,127,14,91,77,·
Cc1ccc(N=Cc2nc(/C=C/c3cccc([N+](=O)[O-])c3)oc2O)cc1,15%,16,168,-16,168,·,·,·,4%
CCC1CCCCN1C(=O)c1nn2cccnc2c1Cl (configuration not stated),-3%,-14,113,14,113,-25,75,100,-5%
Cc1cccc(-n2ncc3c(N4CCCC4)ncnc32)c1,·,-7,150,7,150,-15,76,91,·

# The list goes on:
smiles,Bcl-B TR3 displacers,IL1B NFkB inh,IL1B NFkB inh cell count 2 µM,NFkB transloc pot,NFkB transloc pot cell count 2 µM,MRP reversal,MRP reversal cytotoxicity,MRP reversal with doxorubicin,PLAP inhibitors HTS
O=C(c1cc(-c2ccc3c(c2)OCO3)on1)N1CCN(c2ccccc2)CC1,2%,8,159,-8,159,3,104,101,-12%
COc1ccc(C2C(C#N)=C(N)Oc3n[nH]c(C)c32)cc1Cn1nc(C)c([N+](=O)[O-])c1C (configuration not stated),10%,-3,161,3,161,·,·,·,-39%
CCS(=O)(=O)NCc1cn2ccsc2n1,-4%,-27,208,27,208,-6,97,102,-2%
COc1cc(C2=NOC(C(=O)Nc3ccc(C)cc3)C2)cc(OC)c1OC (configuration not stated),-11%,-1,133,1,133,17,96,79,10%
Cc1cccc(N2CC(C(=O)Nc3ccc4c(c3)OCO4)CC2=O)c1C (configuration not stated),-6%,-3,148,3,148,7,91,84,9%
COc1ccccc1C1=Nn2c(nnc2C2CCCCC2)SC1,-7%,0,87,0,87,-16,64,79,-37%
O=C(O)COc1ccc(Oc2ccccc2)cc1,-2%,-10,140,10,140,4,89,85,-13%
O=C(NC1CCCC1)C(c1ccc(Cl)cc1)N1CCOCC1 (configuration not stated),-7%,·,·,·,·,8,86,78,-22%
CCn1cc(C(=O)OCC(=O)Nc2cccc(S(=O)(=O)N3CCOCC3)c2)c(=O)c2ccc(C)nc21,-8%,-19,180,19,180,·,·,·,-10%
Cc1ccc(NCc2nnc(SCC(=O)NCCc3ccccc3)n2C)cc1,-5%,-11,156,11,156,14,89,75,10%
N=c1ccn(Cc2ccccc2Cl)cc1,-4%,-12,172,12,172,2,95,94,20%
O=C(CSc1nc2c(cnn2-c2ccccc2)c(=O)[nH]1)c1ccc(Cl)cc1,·,8,134,-8,134,-20,36,56,·

# Remaining list, next part.
# Order of values: Bcl-B TR3 displacers, IL1B NFkB inh, IL1B NFkB inh cell count 2 µM, NFkB transloc pot, NFkB transloc pot cell count 2 µM, MRP reversal, MRP reversal cytotoxicity, MRP reversal with doxorubicin, PLAP inhibitors HTS
- O=C1CC(Cc2ccccc2)C(=O)N1CCc1ccc2c(c1)OCO2 (configuration not stated)
→ -8%, 10, 179, -10, 179, 2, 100, 98, -8%
- O=C(NNC(=O)c1ccc(SCC2CCCO2)c([N+](=O)[O-])c1)c1ccc(F)cc1 (configuration not stated)
→ 10%, 10, 145, -10, 145, 7, 103, 96, -68%
- O=C(CN1C(=O)c2ccccc2S1(=O)=O)Nc1ccc(S(=O)(=O)N2CCCCC2)cc1
→ 0%, -9, 142, 9, 142, -4, 90, 94, -27%
- CCc1nnc(NC(=O)CN2CCN(C3CCCCC3)CC2)s1
→ -1%, 11, 62, -11, 62, -14, 88, 102, -10%
- COC(=O)N1N=C(c2ccccc2)CC1(O)C(F)(F)F (configuration not stated)
→ 5%, -7, 127, 7, 127, ·, ·, ·, -6%
- CC(=O)Nc1ccc(Sc2ncccc2C(=O)Nc2ccc(F)cc2)cn1
→ -10%, -8, 205, 8, 205, ·, ·, ·, 8%
- Cn1c(CNC(=O)Nc2cccc(Cl)c2)nnc1SCc1ccccc1
→ 0%, 14, 226, -14, 226, 12, 105, 93, 5%
- COc1cccc(C(=O)Nc2c(C(N)=O)oc3ccccc23)c1
→ 1%, -11, 80, 11, 80, 2, 93, 91, 13%
- Clc1ccc(OCCCc2nc(-c3ccncc3)no2)c(Cl)c1
→ -11%, 2, 180, -2, 180, -10, 75, 86, 12%
- O=S(=O)(c1ccc(OCC(O)CN2CCC(Cc3ccccc3)CC2)cc1)N1CCOCC1 (configuration not stated)
→ -4%, -15, 154, 15, 154, -7, 85, 92, -91%
- COc1cc(OC)nc(Oc2ccccc2C(=O)Oc2ccc(Cl)cc2)n1
→ 2%, 0, 197, 0, 197, ·, ·, ·, 18%
- Cc1ccc(NC(=O)CCC(=O)OCC(=O)c2ccc(Oc3ccc([N+](=O)[O-])cc3)cc2)c(C)c1
→ -4%, 1, 158, -1, 158, ·, ·, ·, 10%
- Cc1oc2cc3c(C(=O)N4CCN(c5ccccc5)CC4)c(C)oc3cc2c1C(=O)N1CCN(c2ccccc2)CC1
→ ·, -3, 140, 3, 140, 7, 79, 72, ·
- CC(=O)Nc1ccc(S(=O)(=O)N2CCCN(S(=O)(=O)c3ccc(NC(C)=O)cc3)CC2)cc1
→ -7%, -16, 113, 16, 113, -31, 55, 87, 16%
- CCOC(=O)c1ccc(N2C(=O)c3n[nH]c(C)c3C2c2ccc(OC)cc2OC)cc1 (configuration not stated)
→ ·, 2, 143, -2, 143, 1, 69, 68, ·
- O=C(c1ccco1)N1CCN(c2ncnc3c(-c4ccccc4)nsc23)CC1
→ -6%, 5, 182, -5, 182, -2, 87, 89, 7%
- O=C(CN1C(=O)c2ccccc2C1=O)N1CCN(c2nnc(-c3ccccc3)c3ccccc23)CC1
→ -11%, 6, 155, -6, 155, -10, 78, 88, 15%
- CC(C)(C)NC(=O)CSc1nnnn1C(C)(C)C
→ -8%, -10, 139, 10, 139, 9, 90, 80, 11%
- Cc1cccc(C)c1OCC(=O)NNC(=O)Nc1ccc(Cl)cc1
→ -4%, -8, 168, 8, 168, ·, ·, ·, -3%
- O=C(Oc1ccc(-c2nnco2)cc1)N1CCOCC1
→ ·, 5, 91, -5, 91, ·, ·, ·, ·

# Further compounds
# Order of values: Bcl-B TR3 displacers, IL1B NFkB inh, IL1B NFkB inh cell count 2 µM, NFkB transloc pot, NFkB transloc pot cell count 2 µM, MRP reversal, MRP reversal cytotoxicity, MRP reversal with doxorubicin, PLAP inhibitors HTS
- CC(C)Oc1ccc(N2CC(C(=O)OCC(=O)NCc3ccccc3)CC2=O)cc1 (configuration not stated)
→ 2%, -6, 126, 6, 126, ·, ·, ·, -11%
- CCCCCn1c(=O)c(C(=O)OCC)c(O)c2ccccc21
→ -10%, ·, ·, ·, ·, 1, 94, 93, -22%
- CCCCN(CCCNC(=O)C1CCCN(S(=O)(=O)CC)C1)Cc1ccccc1 (configuration not stated)
→ 0%, -9, 99, 9, 99, 7, 92, 85, -44%
- Cc1cccc(NC(=O)CSc2nc(COc3ccccc3)nc3ccccc23)c1C
→ -13%, 0, 201, 0, 201, ·, ·, ·, 27%
- COc1ccc(Cl)cc1N1CCN(CCNC(=O)Nc2ccccc2C)CC1
→ -2%, 1, 119, -1, 119, -21, 19, 40, -72%
- Cc1ccc(Nc2nc(C)cc(C)c2C(N)=O)cc1
→ -2%, -4, 133, 4, 133, 10, 103, 93, -4%
- CCOc1ccc(C(=O)NCc2cccs2)cc1
→ -4%, 0, 117, 0, 117, -9, 80, 90, 17%
- S=C(NCc1cccs1)Nc1ccc(Cl)cc1
→ -22%, -9, 140, -5, 139, ·, ·, ·, 12%
- CCOC(=O)C(C)NC(=O)C(NC(=O)C1CCC(CC)CC1)C(C)C (configuration not stated)
→ 2%, ·, ·, ·, ·, 11, 96, 85, -17%
